# Cdc42 wt GTP: changes GTP binding to wildtype human Cdc42; P60953; percent activity (GTP binding), % at 10 µM; GST-Cdc42 beads, Bodipy-GTP binding, flow cytometry; actives lie on both sides; AID 761; hit rate 0.2% among 190,000;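 active = percent activity GTP binding at least 20 points away from the 100% baseline, either down as inhibitor or up as activator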;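 note: median bead fluorescence of bound Bodipy-FL-GTP at 100 nM; 0% = excess unlabeled GTP control and 100% = no compound control; below 100% means less GTP binding so inhibitor and above means activator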
# Target sequence (P60953 whole entry, looked up): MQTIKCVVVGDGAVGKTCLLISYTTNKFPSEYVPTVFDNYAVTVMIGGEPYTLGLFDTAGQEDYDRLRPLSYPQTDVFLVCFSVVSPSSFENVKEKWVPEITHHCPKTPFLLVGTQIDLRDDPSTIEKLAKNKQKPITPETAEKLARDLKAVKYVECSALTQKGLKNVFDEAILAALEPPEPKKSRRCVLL
# Rac1 wt modul: human Rac1 wildtype GTP binding, inhibitors and activators | GST-Rac1 beads, fluorescent GTP binding, flow cytometry; actives lie on both sides; 0 = cold GTP competed, 100 = untreated | GTP binding activity (% of control), % at 10 µM | hit rate 0.27% among 190,000;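 active = GTP binding activity at least 20 points away from the 100% control level, either lower or higher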
# Mcl1 Bid PPI: Mcl-1/Bid interaction inhibition. TR-FRET Mcl-1/Bid-Dy647 peptide binding, 1536-well. inhibition, % at 21.7 µM. hit rate 0.97% among 220,000. AID 1021;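 active = compounds that cut the binding signal by more than half at the single screening dose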;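 note: His-tagged Mcl-1 with europium anti-His antibody binding Bid BH3 peptide; 0% = Mcl-1 plus peptide wells and 100% = peptide-only wells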
# Target sequence (Q07820 whole entry, looked up): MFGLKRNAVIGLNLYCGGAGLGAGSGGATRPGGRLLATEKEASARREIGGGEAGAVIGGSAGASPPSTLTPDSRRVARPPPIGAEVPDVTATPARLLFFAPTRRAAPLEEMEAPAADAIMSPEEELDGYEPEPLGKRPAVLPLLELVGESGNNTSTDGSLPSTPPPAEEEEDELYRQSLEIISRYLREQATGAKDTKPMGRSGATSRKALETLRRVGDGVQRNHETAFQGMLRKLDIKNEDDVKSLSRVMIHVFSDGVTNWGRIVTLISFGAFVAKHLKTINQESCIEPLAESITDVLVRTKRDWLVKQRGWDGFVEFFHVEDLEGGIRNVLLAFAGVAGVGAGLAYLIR
# Avidin bead fluor: avidin bead compound fluorescence profile. fluorescence (KMESF) at 10 µM. Avidin beads, compound fluorescence 488/530 nm, flow cytometry; hits give high values. hit rate 0.38% among 220,000. AID 1775; in the data active = fluorescence above about 47; note: inactives centre near 10
# HRas wt GTP bind: human HRas wildtype GTP binding, change in either direction | P01112 | GST-Ras wt beads, Bodipy-FL-GTP binding, flow cytometry; actives lie on both sides | GTP binding activity, % at 10 µM | hit rate 0.14% among 190,000 | AID 759;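 active = GTP binding activity at least 20% away from the 100% baseline, either lowered as inhibitor or raised as activator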;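 note: 0% = unlabeled GTP competition control and 100% = no-compound control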
# Target sequence (P01112 whole entry, looked up): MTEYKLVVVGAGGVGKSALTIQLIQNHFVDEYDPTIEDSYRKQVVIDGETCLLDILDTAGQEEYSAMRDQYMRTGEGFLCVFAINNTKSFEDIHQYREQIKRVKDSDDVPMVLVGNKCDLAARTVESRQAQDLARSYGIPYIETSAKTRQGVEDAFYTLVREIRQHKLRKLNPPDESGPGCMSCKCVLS
# Pf gametocyte: inhibitors of late stage P. falciparum gametocyte viability; P. falciparum stage V gametocytes, ATP luminescence, 24 h; inhibition, % at 10.9 µM; hit rate 0.065% among 150,000; AID 743093;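 active = inhibition above the mean plus 3 SD of compounds within the control limits, set per campaign, cut at about 38% in these data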;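 note: 0% = DMSO wells and 100% = medium only without gametocytes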
# Mcl1-Noxa inh: disrupts binding of human Mcl-1 to Noxa peptide | Q07820 | AID 1022 | hit rate 1.5% among 220,000 | TR-FRET Mcl-1/Noxa peptide binding, 2 h | inhibition, % at 21.7 µM;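 active = compounds that cut the protein-peptide binding signal by more than 50% relative to plate controls in a single-dose test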;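 note: His-tagged Mcl-1 with rhodamine Noxa BH3 peptide and terbium anti-His antibody; 0% = Mcl-1 plus Noxa peptide wells and 100% = peptide-only wells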
# Rab7 wt modul: modulators of GTP binding to dog Rab7 wildtype GTPase; hit rate 0.055% among 190,000; GTP binding activity (percent of control), % at 10 µM; GST-Rab7 beads, fluorescent GTP binding, flow cytometry; actives lie on both sides; untreated = 100%, excess cold GTP = 0%; AID 758;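 active = fluorescent GTP binding to Rab7 beads changed by at least 20 points from the 100% baseline, either direction, mostly lower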;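 note: median green fluorescence of bound Bodipy-FL-GTP per Rab7 bead population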
# Bim-Mcl-1: disrupts Bim peptide binding to human Mcl-1; Bead-based flow cytometry, Bim peptide-Mcl-1 binding; inhibition, % at 10 µM; hit rate 0.1% among 190,000; in the data active = inhibition above about 40%;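 note: 0% = no compound tracer wells and 100% = peptide blocker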
# Rab2A wt mod: changes GTP binding to wildtype dog Rab2A, up or down; P61105; GST-Rab2 wt beads, Bodipy-GTP binding, flow cytometry; GTP binding activity, % at 10 µM; hit rate 0.19% among 190,000;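 active = GTP binding activity at least 20 points away from 100%, either lowered or raised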;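 note: 0% = beads with excess unlabeled GTP and 100% = no-compound control corrected for plate trend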
# Rac1 mut GTP: alters GTP binding to activated mutant human Rac1; hit rate 0.11% among 190,000; P63000; percent activity (GTP binding), % at 10 µM; GST-Rac1 activated beads, fluorescent GTP binding, flow cytometry; actives lie on both sides; 100% means binding = to untreated wells;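 active = GTP binding at least 20 percentage points away from the 100% baseline, in either direction, so actives lie on both sides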
# An asterisk follows results filed as active; / = not tested or not shown; & = joins results of further samples.
Compound	Cdc42 wt GTP	Rac1 wt modul	Mcl1 Bid PPI	Avidin bead fluor	HRas wt GTP bind	Pf gametocyte	Mcl1-Noxa inh	Rab7 wt modul	Bim-Mcl-1	Rab2A wt mod	Rac1 mut GTP
CCn1cc(C(=O)Nc2ccc(C)c([N+](=O)[O-])c2)cn1	99.0	102.0	-6.8	3	99.0	/	24.2	99.0	-2.0	98.0	100.0
CC1CCc2nc(NC(=O)C3CC3)sc2C1 (centres undefined)	98.0	100.0	13.4	29	101.0	17.1	13.9	97.0	-3.0	100.0	99.0
CCn1c(O)c(N=NC(=O)CNC(=O)c2ccco2)c2ccccc21	102.0	102.0	-1.2	20	100.0	-6.2	8.6	94.0	14.0	96.0	101.0
O=P(Cc1ccccn1)(c1ccccc1)c1ccccc1	102.0	100.0	-21.2	13	99.0	/	5.5	96.0	3.0	99.0	97.0
CCOC(=O)Cn1cc(C(=O)c2cccs2)c2ccccc21	99.0	102.0	-3.4	14	100.0	/	39.7	101.0	-2.0	98.0	99.0
Fc1ccc(SCCc2ccncc2)cc1	95.0&102.0	93.0&101.0	-5.8&34.8	38&12	94.0&103.0	/	-2.2&19.1	93.0&96.0	0.0&-1.0	92.0&95.0	90.0&98.0
COc1cc(/C=C(/C#N)c2ccc(F)cc2)ccc1OCc1ccc(C(=O)O)o1	91.0	94.0	5.4	14	97.0	19.8	29.4	96.0	5.0	96.0	97.0
CCCCn1c(=O)c(F)cn(Cc2ccc(OC)c([N+](=O)[O-])c2)c1=O	99.0	103.0	9.5	24	97.0	18.8	8.7	98.0	-4.0	96.0	98.0
CC(C)CCNCC(=O)NC(c1ccccc1)c1ccccc1	97.0	100.0	16.4	13	94.0	/	24.2	97.0	-1.0	98.0	97.0
O=C(COc1ccc(S(=O)(=O)N2CCOCC2)cc1)Nc1ccc2c(c1)OCCO2	104.0	104.0	-10.5	10	102.0	9.3	-2.9	99.0	2.0	100.0	101.0
O=C(NCCc1c[nH]c2ccccc12)c1cnc2sccn2c1=O	99.0	99.0	-44.4	7	97.0	/	17.5	97.0	-2.0	98.0	98.0
COc1ccc(C2c3c(-c4ccccc4O)n[nH]c3C(=O)N2CCc2ccc(OC)c(OC)c2)cc1 (centres undefined)	100.0	103.0	-0.7	41	101.0	-2.9	15.8	99.0	-4.0	101.0	99.0
O=c1c2ccccc2nc(CSc2ncnc3nc[nH]c23)n1-c1cccc(C(F)(F)F)c1	105.0	109.0	3.1	9	104.0	/	10.8	104.0	-4.0	104.0	102.0
Cc1cccc(NC(=O)c2ccc(NC(C)c3ccccc3)c([N+](=O)[O-])c2)n1 (centres undefined)	94.0	98.0	-37.6	10	96.0	-3.0	7.9	94.0	0.0	96.0	97.0
O=C(COc1cccc(Oc2ccccc2)c1)Nc1ncccn1	103.0	102.0	-21.2	12	104.0	/	17.3	102.0	-2.0	104.0	103.0

# Full records, quoted from the list. Screens in order: Cdc42 wt GTP, Rac1 wt modul, Mcl1 Bid PPI, Avidin bead fluor, HRas wt GTP bind, Pf gametocyte, Mcl1-Noxa inh, Rab7 wt modul, Bim-Mcl-1, Rab2A wt mod, Rac1 mut GTP
# Shown for CCOC(=O)Cn1cc(C(=O)c2cccs2)c2ccccc21 : 99.0, 102.0, -3.4, 14, 100.0, /, 39.7, 101.0, -2.0, 98.0, 99.0
# Shown for Cc1cccc(NC(=O)c2ccc(NC(C)c3ccccc3)c([N+](=O)[O-])c2)n1 (centres undefined) : 94.0, 98.0, -37.6, 10, 96.0, -3.0, 7.9, 94.0, 0.0, 96.0, 97.0
# Shown for O=P(Cc1ccccn1)(c1ccccc1)c1ccccc1 : 102.0, 100.0, -21.2, 13, 99.0, /, 5.5, 96.0, 3.0, 99.0, 97.0
# Shown for COc1cc(/C=C(/C#N)c2ccc(F)cc2)ccc1OCc1ccc(C(=O)O)o1 : 91.0, 94.0, 5.4, 14, 97.0, 19.8, 29.4, 96.0, 5.0, 96.0, 97.0

# Next part.
Compound	Cdc42 wt GTP	Rac1 wt modul	Mcl1 Bid PPI	Avidin bead fluor	HRas wt GTP bind	Pf gametocyte	Mcl1-Noxa inh	Rab7 wt modul	Bim-Mcl-1	Rab2A wt mod	Rac1 mut GTP
CCc1cccc(NC(=O)Cc2ccc(OC)c(OC)c2)c1	102.0	103.0	-2.8	14	103.0	9.9	10.9	101.0	-2.0	101.0	102.0
COc1cc(C(C)=O)ccc1OCC(O)CNCC1(N2CCCCC2)CCCCC1 (centres undefined)	98.0	100.0	5.0	2	99.0	22.7	25.2	95.0	-1.0	100.0	100.0
CCOC(=O)c1c(NC2=NS(=O)(=O)c3ccccc32)sc2c1CCCCC2	96.0	98.0	-9.1	8	94.0	0.7	-8.0	95.0	-1.0	96.0	97.0
COC(=O)C(Cc1ccccc1)NC(=O)COc1ccc(C(C)(C)C)cc1 (centres undefined)	100.0	103.0	-8.7	16	101.0	10.5	-3.6	100.0	-5.0	101.0	99.0
Cc1ccc(C)c(S(=O)(=O)N2CCN(CC(=O)NC(=O)NCc3ccco3)CC2)c1	93.0	96.0	-8.3	13	95.0	2.3	15.1	100.0	1.0	96.0	95.0
COc1ccc(NC(C)=O)cc1NC(=O)CSc1nnc(-c2ccc(F)cc2)n1N	100.0	103.0	-21.4	32	99.0	-3.4	-8.3	100.0	2.0	99.0	97.0
Cc1ccc(C(=O)Nc2nc(C)c(C)s2)o1	99.0	103.0	-0.9	8	100.0	-25.7	-2.7	101.0	-1.0	100.0	98.0
CC(C)(C)[C@@H]1C=C(C(=O)O)O[C@H](OCc2ccc(CO)cc2)C1	94.0	98.0	-9.7	6	94.0	-0.2	-16.9	95.0	-1.0	96.0	95.0
COc1ccc(N2CCN(c3cnc4ccccc4n3)CC2)cc1	94.0	98.0	-15.9	7	97.0	-6.7	59.0*	96.0	3.0	97.0	93.0
O=C1c2ccccc2NC(c2ccccc2O)N1NS(=O)(=O)c1ccccc1 (centres undefined)	97.0	93.0	-10.0	12	94.0	11.7	-0.4	95.0	0.0	94.0	95.0
COc1ccc(S(=O)(=O)Nc2cc(C(=O)NCCCN3CCOCC3)ccc2N2CCOCC2)cc1	100.0	96.0	30.6	8	95.0	10.6	2.9	94.0	0.0	99.0	94.0
COc1ccc(S(=O)(=O)NC(Cc2cnc[nH]2)C(=O)O)cc1 (centres undefined)	102.0	101.0	-5.3	16	99.0	/	16.1	98.0	-2.0	99.0	99.0
CNC(=O)COC(=O)COc1ccc2c(C)cc(=O)oc2c1	98.0	101.0	-9.4	12	98.0	3.1	-8.2	104.0	-2.0	97.0	98.0
Cc1nc(C)c(CCNC(=O)c2ccccc2Br)s1	101.0	106.0	0.3	12	102.0	4.3	11.2	102.0	-4.0	100.0	100.0
Cc1ccc(CNc2oc(COc3ccccc3Cl)nc2C#N)cc1	97.0	98.0	-16.2	4	96.0	9.4	34.4	99.0	-4.0	100.0	98.0
O=C(NCCCn1ccnc1)C(=O)NCc1ccccc1	102.0	101.0	-10.2	7	99.0	/	-21.3	97.0	-3.0	99.0	97.0
CC(C)C(OC(=O)C1CCCO1)C(=O)NC1CCCC1 (centres undefined)	104.0	103.0	-13.0	34	102.0	8.5	-0.3	99.0	-3.0	102.0	100.0
Cc1ccc(N(C(=O)c2snc(C(N)=O)c2N)C(C(=O)NCCC(C)C)c2ccco2)cc1 (centres undefined)	95.0	97.0	-11.4	6	95.0	0.5	9.3	95.0	-2.0	95.0	95.0
O=S(=O)(c1cccc(-c2csc(-c3ccccc3)n2)c1)N1CCOCC1	102.0	103.0	9.8	13	100.0	7.1	8.3	100.0	0.0	101.0	99.0
CC(=O)Nc1ccc(S(=O)(=O)Nc2ccc(N3CCOCC3)c(F)c2)cc1	99.0	101.0	-41.1	7	100.0	/	11.9	102.0	0.0	99.0	97.0
O=C(c1cncc(Br)c1)N1CCN(c2ccc([N+](=O)[O-])cc2)CC1	100.0	103.0	-22.1	12	101.0	6.5	13.8	98.0	-6.0	99.0	99.0
CCc1[nH]nc2c1C(C1C=CCCC1)C(C#N)=C(N)O2 (centres undefined)	95.0	98.0	-28.7	9	96.0	-1.5	-3.6	99.0	-1.0	97.0	99.0
CCc1cc2c(NC(Cc3c[nH]c4ccccc34)C(=O)O)nc(C)nc2s1 (centres undefined)	94.0	96.0	-104.7	3	95.0	-6.8	37.6	99.0	-7.0	90.0	94.0
Cc1ccc(S(=O)(=O)N2CCCC(c3nnc4n3-c3ccccc3SC4)C2)cc1 (centres undefined)	101.0	108.0	-11.6	10	104.0	/	8.8	105.0	-1.0	104.0	101.0
Cc1ccc(N=C2NC(=O)c3cccc([N+](=O)[O-])c32)cc1	98.0	102.0	15.6	11	97.0	-46.9	9.8	100.0	-7.0	97.0	97.0
Cn1cc(-c2cccc(Cl)c2)cc(C#N)c1=O	97.0	95.0	-4.4	8	93.0	23.7	-10.8	94.0	1.0	96.0	94.0
Nc1cc(-c2ccccc2)nn1Cc1ccc(Cl)cc1	99.0	101.0	-12.3	12	99.0	7.1	-7.7	105.0	-3.0	100.0	97.0
O=S(=O)(c1ccc(N2CCCCCC2)nc1)N1CCCC1	93.0	91.0	-13.2	24	92.0	/	-9.3	97.0	-1.0	91.0	92.0
O=C(CSCc1ccccc1)Nc1cccc(C(=O)Nc2ccccc2C(=O)O)c1	95.0	96.0	-11.7	8	96.0	/	9.0	94.0	0.0	95.0	92.0
COc1ccccc1C(=O)N1CCN(CCc2ccccc2)CC1	102.0	103.0	4.3	13	99.0	/	-4.1	100.0	-4.0	100.0	98.0
COC(=O)C(CC(C)C)NC(=O)CSc1nc(-c2ccccc2)c(C#N)c(=O)[nH]1 (centres undefined)	98.0	97.0	11.5	11	97.0	-14.2	26.7	97.0	-2.0	99.0	93.0
CCOc1ccccc1C(=O)NC1CC2CCCC(C1)N2Cc1nnnn1Cc1ccco1 (centres undefined)	103.0	103.0	-24.9	7	104.0	9.3	4.0	100.0	-2.0	104.0	102.0
CC(=O)NC(CC(=O)N(C)Cc1c(F)cccc1Cl)c1ccccc1 (centres undefined)	93.0	95.0	-7.4	12	96.0	22.3	-9.5	103.0	-1.0	100.0	93.0
Cc1ccsc1C(=O)OC1CCOC1=O (centres undefined)	104.0	110.0	-9.3	7	106.0	/	28.6	107.0	-6.0	105.0	100.0
O=C(CSCc1ccc([N+](=O)[O-])cc1)NC1CC1	104.0	104.0	-13.2	11	100.0	-8.0	13.4	100.0	-2.0	100.0	100.0
O=C(Cn1c(=O)oc2ccccc21)NC(=O)NCc1ccco1	97.0	104.0	-7.6	5	99.0	/	-4.5	102.0	0.0	98.0	96.0
CCOC1=NN(c2ncc(C(F)(F)F)cc2Cl)C(=O)/C1=C/N(C)C	97.0	93.0	-27.1	8	97.0	-4.5	2.0	92.0	4.0	95.0	95.0
CCOc1ccc(-c2nnc(N)s2)cc1	103.0	109.0	-27.1	10	103.0	/	12.2	101.0	-1.0	104.0	102.0
Fc1ccccc1CSc1ncnc2sc3c(c12)CCCC3	98.0	100.0	-10.8	11	100.0	-6.3	0.3	102.0	-2.0	98.0	98.0
